USP2a inh – inhibitors of human ubiquitin-specific protease USP2a. hit rate 0.01% among 330,000. Potency, µM (top dose mostly 38.3 µM), for the others: at the highest dose activity change, negative = inhibition, hits mostly inhibitors. O75604. USP2 core, Ub-CHOP2 coupled fluorogenic reporter, 485/531;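 note: potency is the fitted concentration of half-maximal effect; plate controls were DMSO wells for no effect and full inhibition by NEM control for full effect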
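USP2 core (10nM final) preincubated 30min RT with compound in 20mM Tris-HCl pH 8.0, 2mM CaCl2, 2mM beta-mercaptoethanol, 0.05% CHAPS; 25nM Ub-CHOP2 plus 25nM reporter substrate added, fluorescence (Ex485/Em531) read after 60min.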
TSG101-PTAP inh – blocks PTAP/TSG101 interaction to inhibit HIV-1 budding; Q99816; Fluorescence polarization, FITC-PTAP peptide / Tsg101 binding; Potency, µM (series often up to 115 µM), without a hit: at the highest dose activity change, negative = inhibition, usual class: inhibitors; 340,000 tested, under 10 active; AID 493005; active = well fitted inhibition curve with a large enough effect in the main read-out, with a control signal flat, not every such curve was filed as active; inconclusive = small, poorly fitted or top-dose-only effect, or effect the other way, or a change in a side signal; inactive = no such curve, though single readings can be large or run the other way; note: potency is the fitted concentration of half-maximal effect; % of control where 0% means no effect
Target sequence (Q99816 whole entry, looked up): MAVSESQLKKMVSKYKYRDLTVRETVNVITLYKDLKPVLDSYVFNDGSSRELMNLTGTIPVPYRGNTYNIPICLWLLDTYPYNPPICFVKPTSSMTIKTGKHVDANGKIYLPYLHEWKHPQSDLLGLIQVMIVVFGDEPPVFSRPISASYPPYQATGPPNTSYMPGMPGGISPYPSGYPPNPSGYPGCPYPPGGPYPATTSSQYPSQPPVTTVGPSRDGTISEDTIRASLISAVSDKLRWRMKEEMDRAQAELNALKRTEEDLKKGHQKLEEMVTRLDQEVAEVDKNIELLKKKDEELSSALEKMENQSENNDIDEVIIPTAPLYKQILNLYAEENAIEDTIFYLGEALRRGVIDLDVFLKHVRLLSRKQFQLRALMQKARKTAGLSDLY
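FP read-out: FITC-PTAP peptide, 50 nM final, binding Tsg101 binding domain, 10 uM final; 20 min, r.t.; 10 mM HEPES pH 7.5, 0.15 M NaCl, 0.01% Tween 20, 3 mM EDTA, 0.1 mM TCEP.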
uPA generation – blocks generation of uPA at the cell surface; AID 540303; hit rate 0.31% among 330,000; Potency, µM (top dose mostly 38.3 µM), for inactives: at the highest dose activity change, negative = inhibition, usual class: inhibitors; cell surface uPA generation assay, qHTS; active = well fitted inhibition curve with a large enough effect; inconclusive = small, poorly fitted or top-dose-only effect; inactive = no such curve, though single readings can be large or run the other way; tested in mouse RAW 264.7 cells; note: potency is the fitted concentration of half-maximal effect; % is set by controls: 0 for no effect and ±100 for the full control effect; nearly all actives have a fitted effect of over 55% in size
TSHR antagonist – blocks TSH signaling through the human TSH receptor | P16473 | TSHR-expressing cells, TSH-stimulated cAMP HTRF, 2 h; hits give low values | activity change, negative = inhibition, % at 11.5 µM | hit rate 0.2% among 330,000 | AID 504810;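 active = activity change below a set negative limit, meaning inhibition stronger than a set level, cut at about -70% in these data; inconclusive = activity change between two set negative limits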; note: % is set by controls: 0 for no effect and ±100 for the full control effect
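TSHR-expressing cells were treated with compounds, then stimulated with TSH at EC80 (4nM final) for 2 hours at 37 deg C. Cellular cAMP was measured by HTRF competition between lysate cAMP and cAMP-d2 for a cryptate-labelled anti-cAMP antibody.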
Chronic BCR inh – blocks chronic active B-cell receptor signaling. hit rate 0.05% among 340,000. ABC-DLBCL IkBa-CBG/CBR reporter, luminescence ratio, 4 h. Potency, µM (doses to about 46.1 µM), inactives show at the top dose ratio change, negative = lower green/red ratio, most hits filed as inhibitors; active = well fitted inhibition curve with a large enough effect in the signal ratio, with a control signal flat, not every such curve was filed as active; inconclusive = small, poorly fitted or top-dose-only effect, or effect the other way, or a change in a side signal; the % refers to the signal ratio;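 note: potency is the fitted concentration of half-maximal effect; plate controls were basal doxycycline-induced cells for no effect and cells given 10 µM MG132 for full effect; MG132 reads +100%, hits lower the ratio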
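Doxycycline induced both beetle luciferases in TMD8 lymphoma cells; IKK-driven degradation limits the IkappaBalpha-fused green signal, while red luminescence normalises for cell number and nonspecific effects. Compounds tested up to 46 uM, 4 hrs.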
TCR act – activates T cell receptor signaling. primary human leukocytes, anti-CD3, IL-2 HTRF, 48 h. AID 504894. Potency, µM (top dose mostly 9.22 µM), without a hit: top-dose activation of IL-2 secretion, most hits filed as activators. 330,000 tested, under 10 active; note: % of control where 0% means no effect
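Compounds are tested in HTS on primary human leukocytes co-incubated with a-CD3 beads for 48 hr. IL-2 output is measured by time-resolved FRET.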
Mito fusion yeast – blocks mitochondrial division or promotes mitochondrial fusion; hit rate 0.23% among 320,000; Potency, µM (top dose mostly 46.1 µM), for inactives: at the highest dose growth rescue (activation), most hits filed as activators; S. cerevisiae fusion-defective mutant growth rescue, CellTiterGlo 48 h;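 note: potency is the fitted concentration of half-maximal effect; % of control where 0% means no effect; nearly all actives have a fitted effect of over 45% in size; temperature-sensitive fusion mutants such as fzo1-1 at 37 °C on non-fermentable ethanol glycerol medium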
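Yeast fusion mutant, YPEG (non-fermentable carbon), compound, 48 h at 37C non-permissive; CellTiterGlo added, 10 min RT, luminescence read. Rescued growth = division inhibition.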
B2AR arrestin – agonists driving beta-arrestin recruitment to human beta2-adrenergic receptor; P07550; beta-arrestin recruitment to beta2AR, cell-based reporter; Potency, µM (top dose mostly 46.1 µM), without a hit: at the highest dose activation, usual class: activators; hit rate 0.02% among 330,000; AID 492947;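 note: potency is the fitted concentration of half-maximal effect; 0% = DMSO controls and full agonism = EC100 isoproterenol or metaproterenol; nearly all actives have a fitted effect of over 65% in size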
Target sequence (P07550 whole entry, looked up): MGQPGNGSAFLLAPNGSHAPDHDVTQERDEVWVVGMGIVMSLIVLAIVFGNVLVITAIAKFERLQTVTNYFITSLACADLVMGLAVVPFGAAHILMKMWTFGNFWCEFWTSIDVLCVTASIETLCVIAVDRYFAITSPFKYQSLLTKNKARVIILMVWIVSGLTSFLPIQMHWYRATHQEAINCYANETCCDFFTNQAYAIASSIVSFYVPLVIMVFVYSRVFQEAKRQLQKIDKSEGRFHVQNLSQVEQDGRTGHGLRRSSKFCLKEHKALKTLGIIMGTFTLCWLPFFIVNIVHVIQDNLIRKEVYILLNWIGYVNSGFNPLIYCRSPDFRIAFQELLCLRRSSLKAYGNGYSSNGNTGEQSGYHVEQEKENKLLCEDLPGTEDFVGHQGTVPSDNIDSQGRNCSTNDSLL
Tb PFK inh – T. brucei PFK enzyme inhibition; O15648; AID 485367; hit rate 0.17% among 330,000; Potency, µM (doses to about 57.5 µM), without a hit: top-dose activity, negative = inhibition, usual class: inhibitors; T. brucei PFK, ADP-Glo luminescence;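 note: potency is the fitted concentration of half-maximal effect; 0% = uninhibited 1x PFK enzyme wells and -100% = no-enzyme wells; nearly all actives have a fitted effect of over 60% in size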
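Compounds were pin-transferred as a titration series up to 57 uM into substrate buffer (0.5 mM F6P, 0.1 mM ATP, pH 8.0), then 1.25 nM PFK was added and reactions ran 45 min before ADP-Glo detection.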
Eya2 phos inh – inhibitors of human Eya2 phosphatase activity. recombinant Eya2, OMFP fluorescence dephosphorylation (OMFP is methylfluorescein phosphate). AID 488837. hit rate 0.006% among 330,000. Potency, µM (top dose mostly 76.9 µM), for inactives: top-dose activity, negative = inhibition, hits mostly inhibitors; note: potency is the fitted concentration of half-maximal effect; % is set by controls: 0 for no effect and ±100 for the full control effect
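Eya2 (0.2 uM) preincubated 10 min at ambient with compound, then OMFP substrate added at 50 uM; 10 min reaction in 50 mM HEPES pH 7.5, 50 mM NaCl, 5 uM MgCl2, 0.05% BSA, 1 mM DTT. Fluorescence read at Ex 485/Em 525 nm.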
ELG1 repair inh – blocks ELG1-dependent DNA repair in HEK293T cells. HEK293T ELG1-luciferase reporter, luminescence, 16 h; DNA damage induced by 5-fluorouridine. Potency, µM (top dose mostly 46.1 µM), without a hit: at the top dose activity change, negative = inhibition, most hits filed as inhibitors. hit rate 2.3% among 330,000. AID 504467; note: potency is the fitted concentration of half-maximal effect; % is set by controls: 0 for no effect and ±100 for the full control effect; nearly all actives have a fitted effect of over 55% in size
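Step one: seed 2,000 cells per well. Step two: pin-transfer compound or DMSO alongside 5-fluorouridine. Step three: incubate 16 hr, 37 °C, 5% CO2. Step four: add ONE-Glo, wait 30 min, read luminescence.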
The depositor's hits bear a star; ? = inconclusive; / = not tested or not shown; [ ] = remark or other dose. Unless noted, calls come from the whole dose curve; as a rule, active = well fitted curve in the direction sought with a large enough effect; inconclusive = small, poorly fitted or top-dose-only effect, or another doubt; inactive = no such curve, though single readings can be large; an effect the other way counts as inactive or inconclusive.

molecule | USP2a inh | TSG101-PTAP inh | uPA generation | TSHR antagonist | Chronic BCR inh | TCR act | Mito fusion yeast | B2AR arrestin | Tb PFK inh | Eya2 phos inh | ELG1 repair inh
CN(CC(=O)N1CCN(c2cccc(Cl)c2)CC1)S(=O)(=O)c1cccs1 | 2% | 2% | 1% | -6 | -27% | 0% | 1% | -0.9% | -12% | 0% | -16%
Fc1ccc(NC(=S)N2CCc3ccccc3C2)c(F)c1 | 4% | 1% | -10% | -8 | -20% | 6% | 1% | 0.1% | 3% | -14% | 3%
COc1ccc(C(CNC(=O)COc2cc(C)ccc2Cl)N2CCCCC2)cc1 (stereo unspecified) | -4% | -4% | 6% | 3 | 10% | 12% | -2% | 0.4% | 0% | 2% | ?
COc1ccccc1OCc1ccc(C(=O)c2ccccc2)cc1 | -2% | 53%[activator] | 6% | -4 | ? | 9% | 4% | -0.4% | 4% | -10% | ?
Cc1cc(NC(=O)CSc2nc3c(cc2C#N)CCCC3)no1 | 2% | -2% | -13% | -5 | 11% | 0%[46.1 µM] | -1% | -0.1% | 0% | 5% | ?
Cc1ccc(-c2nc3ccccc3o2)cc1NC(=S)NC(=O)/C=C/c1ccco1 | 2% | -3% | -1% | 6 | -4% | 4% | -8% | 4.4% | -3% | 15% | ?
Cc1ccc(-c2nnn(CC(=O)N(c3ccccc3F)C(C(=O)NC3CCCC3)c3ccncc3)n2)o1 (stereo unspecified) | -1% | 1% | -1% | 3 | 2% | 0% | -8% | -0.3% | 0% | -24% | 12%
CCOc1ccc(C(CC(=O)O)NC(=O)c2ccco2)cc1OC (stereo unspecified) | 0% | -8% | 4% | 4 | 11% | 1% | -3% | -0.1% | -1% | -8% | 11%
CCn1c(SCC(=O)NC(C)C(C)C)nc2cc(S(=O)(=O)N3CCOCC3)ccc21 (stereo unspecified) | 1% | -1% | -3% | 13 | 0% | 0% | 3% | -0.6% | -2% | -1% | 9%
CCN1CCN(S(=O)(=O)c2ccc(OC)cc2)CC1 | 1% | 0% | 2% | -17 | 2% | / | 1% | -0.1% | -5% | -5% | 0%
O=C(c1cc(-c2ccccc2)nc2ccccc12)N1CCOCC1 | -1% | 1% | -10% | 14 | 0% | -1% | -1% | -1.0% | 2% | 14% | 14%
CCOC(=O)c1ccccc1C(=O)N1CCOCCOCCOCC1 | 1% | -1% | 2% | 1 | 0% | -4%[46.1 µM] | 1% | 1.9% | -1% | 5% | 9%
O=C(Nc1cccc(C(F)(F)F)c1)Nc1ccon1 | 1% | -3% | -8% | -10 | ? | 6% | -2% | 2.7% | -13% | -13% | ?
C=CCn1c(SCC(=O)Nc2ccccc2C)nc(O)cc1=O | -3% | -3% | -1% | -12 | 10% | 1% | 1% | 0.1% | -1% | -18% | 27%
CCCCc1nnc(NC(=O)COC)s1 | 0% | -1% | 7% | -11 | 10% | -2% | -2% | 0.0% | 1% | -9% | ?
COc1ccc(N2CCN(C(=O)CSc3nnc4c(C)cc5c(C)cc(C)cc5n34)CC2)cc1 | 1% | 1% | / | 8 | ? | 6% | 3% | -0.1% | 0% | 3% | ?
O=c1c2ccccc2nc2c3ccccc3c(NCc3ccco3)nn12 | 6% | 91%[activator] | 1% | 0 | 8% | -1% | 0% | -0.1% | -1% | 8% | ?
Cc1ccc(Cn2cc(S(=O)(=O)c3ccc(Cl)cc3)c(=O)c3cc(F)ccc32)cc1 | 4% | 0% | -6% | 18 | 7% | -5%[46.1 µM] | 1% | -0.3% | 1% | 3% | -1%
COc1ccccc1C(=O)Nc1ccnn1C1CCN(C(C)CSC)CC1 (stereo unspecified) | 5% | -16% | 14% | 5 | -1% | -4% | -3% | 0.3% | -2% | -2% | 1%
O=C(Nc1ccccc1)N(CCCN1CCOCC1)Cc1cccs1 | -2% | -3% | -3% | -8 | -1% | -1% | -1% | 0.2% | -7% | 15% | 3%
CC(=O)N1CCc2ccc(S(=O)(=O)N3CCc4ccccc43)cc21 | -1% | -2% | ? | 5 | 0% | -2% | 4% | -0.1% | -2% | 27% | ?

Part of the list above in order of formula weight, smallest number first:
molecule | USP2a inh | TSG101-PTAP inh | uPA generation | TSHR antagonist | Chronic BCR inh | TCR act | Mito fusion yeast | B2AR arrestin | Tb PFK inh | Eya2 phos inh | ELG1 repair inh
Fc1ccc(NC(=S)N2CCc3ccccc3C2)c(F)c1 | 4% | 1% | -10% | -8 | -20% | 6% | 1% | 0.1% | 3% | -14% | 3%
Cc1cc(NC(=O)CSc2nc3c(cc2C#N)CCCC3)no1 | 2% | -2% | -13% | -5 | 11% | 0%[46.1 µM] | -1% | -0.1% | 0% | 5% | ?
CCOc1ccc(C(CC(=O)O)NC(=O)c2ccco2)cc1OC (stereo unspecified) | 0% | -8% | 4% | 4 | 11% | 1% | -3% | -0.1% | -1% | -8% | 11%
O=C(Nc1ccccc1)N(CCCN1CCOCC1)Cc1cccs1 | -2% | -3% | -3% | -8 | -1% | -1% | -1% | 0.2% | -7% | 15% | 3%
Cc1ccc(-c2nc3ccccc3o2)cc1NC(=S)NC(=O)/C=C/c1ccco1 | 2% | -3% | -1% | 6 | -4% | 4% | -8% | 4.4% | -3% | 15% | ?

4 of the entries above in order of their number in Eya2 phos inh, smallest number first:
mol	USP2a inh	TSG101-PTAP inh	uPA generation	TSHR antagonist	TCR act	Mito fusion yeast	B2AR arrestin	Tb PFK inh	Eya2 phos inh
CCn1c(SCC(=O)NC(C)C(C)C)nc2cc(S(=O)(=O)N3CCOCC3)ccc21 (stereo unspecified)	1%	-1%	-3%	13	0%	3%	-0.6%	-2%	-1%
CN(CC(=O)N1CCN(c2cccc(Cl)c2)CC1)S(=O)(=O)c1cccs1	2%	2%	1%	-6	0%	1%	-0.9%	-12%	0%
CCOC(=O)c1ccccc1C(=O)N1CCOCCOCCOCC1	1%	-1%	2%	1	-4%[46.1 µM]	1%	1.9%	-1%	5%
O=c1c2ccccc2nc2c3ccccc3c(NCc3ccco3)nn12	6%	91%[activator]	1%	0	-1%	0%	-0.1%	-1%	8%

As a working copy, two of the compounds above:
molecule | USP2a inh | TSG101-PTAP inh | uPA generation | TSHR antagonist | Chronic BCR inh | TCR act | Mito fusion yeast | B2AR arrestin | Tb PFK inh | Eya2 phos inh | ELG1 repair inh
CN(CC(=O)N1CCN(c2cccc(Cl)c2)CC1)S(=O)(=O)c1cccs1 | 2% | 2% | 1% | -6 | -27% | 0% | 1% | -0.9% | -12% | 0% | -16%
Fc1ccc(NC(=S)N2CCc3ccccc3C2)c(F)c1 | 4% | 1% | -10% | -8 | -20% | 6% | 1% | 0.1% | 3% | -14% | 3%

Screening results (PubChem)
